PTHR1 ag: agonists of human PTHR1 parathyroid hormone receptor; hit rate 0.075% among 410,000; Potency, µM (top dose mostly 115 µM), inactives show top-dose activation, most hits filed as activators; Q03431; HEK293 GP2 PTHR1 cells, GloSensor cAMP luminescence, 1 h; also: potency is read from the fitted curve at half-maximal effect; nearly all actives have a fitted effect of over 55% in size; some results filed as inactive show a strong effect at the top dose; inactives centre near -15; many of its hits are not listed in these tables
Target sequence (Q03431 whole entry, looked up): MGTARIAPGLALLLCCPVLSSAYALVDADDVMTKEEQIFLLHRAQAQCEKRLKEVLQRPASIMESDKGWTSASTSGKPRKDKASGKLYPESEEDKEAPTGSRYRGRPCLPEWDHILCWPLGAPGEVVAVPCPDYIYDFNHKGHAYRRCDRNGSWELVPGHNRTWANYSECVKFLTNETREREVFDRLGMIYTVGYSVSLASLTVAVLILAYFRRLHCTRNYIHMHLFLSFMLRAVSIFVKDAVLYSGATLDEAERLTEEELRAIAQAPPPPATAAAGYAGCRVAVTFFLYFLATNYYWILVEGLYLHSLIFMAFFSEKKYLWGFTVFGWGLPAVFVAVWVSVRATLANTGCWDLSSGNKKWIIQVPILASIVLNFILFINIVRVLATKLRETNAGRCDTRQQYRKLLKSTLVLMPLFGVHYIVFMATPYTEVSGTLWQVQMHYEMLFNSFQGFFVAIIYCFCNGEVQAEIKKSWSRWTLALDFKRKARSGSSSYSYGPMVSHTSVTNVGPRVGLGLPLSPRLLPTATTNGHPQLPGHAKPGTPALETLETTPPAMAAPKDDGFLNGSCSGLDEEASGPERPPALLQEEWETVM
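HEK-293-derived GP2 cells expressing PTHR1 and a GloSensor cAMP reporter, 3,000/well, plated overnight, given luciferin plus IBMX (each 0.5 mM as added) for 1 h at 37 °C, then compound for 1 h at 37 °C. Luminescence was read after 15 min at room temperature.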
FUS suppressor: suppressors of FUS proteinopathy in yeast; Potency, µM (doses to about 76.6 µM), inactives show at the top dose growth rescue (activation), most hits filed as activators; S. cerevisiae FUS-expressing, growth rescue, OD600, 24 h; AID 1347120; hit rate 0.24% among 390,000;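 also: potency is read from the fitted curve at half-maximal effect; plate controls were DMSO vehicle for no effect and reference control for full effect; nearly all actives have a fitted effect of over 55% in size; some results filed as inactive show a strong effect at the top dose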
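FUS-expressing yeast, raffinose-pregrown, induced in 2% galactose minimal medium at OD 0.005; compounds in a dilution series, 24hr at 30C. Growth restoration read as absorbance at 600 nm. CP55940 positive control, DMSO negative.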
D3 antag: antagonists of human D3 dopamine receptor. hit rate 2.5% among 360,000. max response, negative = inhibition, %. P35462. D3R cells, DiscoveRx beta-arrestin luminescence, antagonist mode; active compounds read low; in the data active = max response below about -50%; inconclusive = no clear call, values can overlap the other calls; also: % is scaled to controls: 0 for no effect and ±100 for the full control effect; mostly tested at two doses, the higher about 12 µM
Target sequence (P35462 whole entry, looked up): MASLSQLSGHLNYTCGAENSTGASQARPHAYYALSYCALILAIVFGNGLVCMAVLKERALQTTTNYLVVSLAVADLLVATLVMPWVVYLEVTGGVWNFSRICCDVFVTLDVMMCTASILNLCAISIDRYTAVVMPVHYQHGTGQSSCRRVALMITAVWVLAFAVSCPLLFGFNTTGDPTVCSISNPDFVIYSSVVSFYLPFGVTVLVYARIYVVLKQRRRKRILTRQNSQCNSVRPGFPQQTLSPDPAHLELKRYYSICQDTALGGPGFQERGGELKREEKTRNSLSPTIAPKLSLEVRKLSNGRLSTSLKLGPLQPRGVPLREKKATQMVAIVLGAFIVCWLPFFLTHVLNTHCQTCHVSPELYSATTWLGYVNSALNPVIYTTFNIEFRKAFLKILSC
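Cells expressing the human receptor were seeded at 1500 cells/well, incubated overnight at 37 degrees C in 5% CO2, then exposed to library compounds with dopamine controls for 90 minutes at 37 degrees C before luminescent detection.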
Akt phos inh: inhibitors of Akt phosphorylation; Neuro2A IGF-stimulated pAkt S473 HTRF, 20 min; active compounds read low; activity change, % for hits at 50 µM; hit rate 0.32% among 360,000; AID 651550; in the data active = activity change below about -80%; inconclusive = mostly about -51% to -80%; also: % is scaled to controls: 0 for no effect and ±100 for the full control effect
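Single-point screen (50 µM final compound) in Neuro2A cells stimulated 20 min with 6 nM IGF at 37 deg C. After lysis, Ser473-phosphorylated Akt read by HTRF (ex 330 nm, em 615/665 nm) as the 665/615 ratio.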
TDP-43 yeast inh: rescues yeast growth from TDP-43 toxicity; hit rate 1.8% among 410,000; TDP-43 expressing yeast growth rescue, BacTiter-Glo, 24 h; Potency, µM (doses to about 46.1 µM), for inactives: at the highest dose growth rescue (activation), most hits filed as activators; also: potency is read from the fitted curve at half-maximal effect; % of control where 0% means no effect; nearly all actives have a fitted effect of over 50% in size
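In this qHTS, compounds that restore growth of yeast expressing TDP-43 appear as activators. Cells (OD600=0.02, galactose medium, raffinose-pregrown) are incubated with compound 24 hr at 30 deg C and growth is quantified by BacTiter-Glo.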
Abeta yeast res: restores growth of yeast expressing A-beta42 peptide | yeast expressing A-beta42, growth rescue, OD600, 48 h; response scale: 0% DMSO, 100% iron-clioquinol control | Potency, µM (titrated, usually from 46.1 µM), for inactives: at the highest dose growth rescue, usual class: activators | hit rate 0.063% among 410,000 | AID 1347071; also: potency is read from the fitted curve at half-maximal effect; nearly all actives have a fitted effect of over 55% in size
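Yeast A-beta toxicity model in growth medium with pinned compounds, 48 h at 30 C; growth read as absorbance at 600 nm. Normalized to FeCl3/clioquinol equimolar mix (positive) and DMSO (negative).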
aSyn yeast inh: inhibitors of alpha-synuclein toxicity in yeast. Yeast expressing alpha-synuclein, growth rescue, BacTiter-Glo, 24 h. Potency, µM (series often up to 46.1 µM), inactives show at the top dose growth rescue (activation), usual class: activators. hit rate 0.14% among 370,000. AID 652106; also: potency is read from the fitted curve at half-maximal effect; % of control where 0% means no effect; nearly all actives have a fitted effect of over 65% in size
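Rescue of yeast growth: cells expressing toxic alpha-synuclein, induced in galactose at OD600 0.02, incubated with compound 24 h at 30 C. ATP luminescence quantified growth; inhibitors of toxicity appear as activators.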
GLP-1R inv ag: inverse agonists of human GLP-1 receptor. Potency, µM (highest dose often 38.3 µM), for inactives: at the top dose activity change, negative = inhibition, actives largely listed as inhibitors. HEK293 GLP-1R CRE-luciferase, luminescence, 24 h; GLP-1R form is constitutively active. P43220. AID 624417. hit rate 1.6% among 410,000; also: potency is read from the fitted curve at half-maximal effect; % is scaled to controls: 0 for no effect and ±100 for the full control effect; nearly all actives have a fitted effect of over 55% in size
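GLP-1R inverse agonism mode: basal reporter luminescence in engineered HEK293 cells measured after one day of compound exposure at 37 deg C, with a 12 min room-temperature detection step.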
GLP-1R agonist: GLP-1 receptor (human) agonism; HEK293 GLP-1R CRE-luciferase, luminescence, 4-6 h; cells express a hypersensitive GLP-1R form; Potency, µM (series often up to 45.6 µM), without a hit: top-dose activation, most hits filed as activators; hit rate 0.007% among 380,000; AID 624172; also: potency is read from the fitted curve at half-maximal effect; % of control where 0% means no effect
* hit, by the source's call; i = inactive; ? = inconclusive; . = not tested or not shown; & = joins results of further samples; [ ] = remark or other dose. Unless noted, calls follow the shape of the dose curve; as a rule, active = well fitted curve in the direction sought with a large enough effect; inconclusive = small, poorly fitted or top-dose-only effect, or another doubt; inactive = no such curve, though single readings can be large; an effect the other way counts as inactive or inconclusive.

cpd	structure	PTHR1 ag	FUS suppressor	D3 antag	Akt phos inh	TDP-43 yeast inh
1	CC(C)COc1ccc(C(=O)NC(=S)Nc2ccc(CN3CCOCC3)cc2)cc1	i	4.3%	4.5	i	-10.8%
2	Cc1cc(C)nc(N2CCN(c3nnnn3-c3ccccc3)CC2)n1	i	3.8%	38.0	i	-10.1%
3	CN(CC(=O)Nc1ccc(N2CCOCC2)cc1)CC(=O)Nc1ccc(C(F)(F)F)cc1	-4.1%	29.0%	-17.0	i	-1.0%[9.22 µM]
4	CCCCC(=O)Nc1c(O)c2ccccc2[nH]c1=O	i	-4.0%	4.0	i	20.2%
5	Cc1ccc(S(=O)(=O)N[C@H](C(=O)N2CCC(C(=O)NCC(=O)O)CC2)C(C)C)cc1	i	9.7%	9.0	i	-7.4%
6	Cc1cccc(NC(=S)c2nc3ccccc3s2)c1	-36.6%[inhibitor]	.	17.3	i	10.7%
7	CCOC(=O)c1ccc(Nc2cc(C)nc3ncnn23)cc1	i	18.2%	7.1	.	-10.4%
8	Nc1cccc2c1C(=O)N(Cc1cccc(Cl)c1)C2=O	i	5.8%	4.1	i	20µM*
9	Cc1ccc(CNC(=O)CSc2nnc3c(n2)[nH]c2ccc(F)cc23)cc1	i	7.7%	-4.4	i	11.1%
10	CC(=O)OC[C@H]1COc2ccc3ccccc3c2[C@H]1N(C)C(C)=O	-0.8%	22.2%	-9.0	i	-20.1%[9.22 µM]

cpd	Abeta yeast res	aSyn yeast inh	GLP-1R inv ag	GLP-1R agonist
1	-17.7%	12.8%	-11.0%	0.8%
2	9.2%	7.5%	0.9%	-2.3%
3	-11.1%	-2.1%	?	9.6%
4	7.9%	-6.0%	14.2%	-1.1%
5	0.9%	3.7%	1.8%	-7.4%
6	10.4%	-1.8%	-4.7%	-13.5%
7	4.5%	9.8%	10.3%	1.4%
8	13.4%	?	?	11.2%
9	4.6%	0.5%	4.9%	-0.2%
10	0.8%	8.8%	?	4.9%

cpd	structure	PTHR1 ag	FUS suppressor	D3 antag	Akt phos inh	TDP-43 yeast inh
11	O=c1c([N+](=O)[O-])c[nH]c2ccccc12	-4.4%	3.7%	-0.4	i	-4.3%[0.397 µM]
12	CNC(=O)COC(=O)/C=C/c1c(C)nn(-c2ccccc2)c1C	-20.8%	.	-4.0	i	9.3%
13	Cc1cc(C(=O)N=Nc2c(O)n(C(C)C)c3ccccc23)n[nH]1	-15.8%	3.6%	27.7	i	14.7%
14	CCc1ccc2oc(=O)cc(CN3CCCCC3)c2c1	-4.3%	0.1%	-17.8	i	-8.8%
15	CCc1cc(C)cc(OCCNC(=O)c2cncc(Br)c2)c1	-19.9%[57.5 µM]	40.0%	19.1	i	23.5%
16	Cc1cc(C)n2c(Nc3c(C)cccc3C)c(-c3ccsc3)nc2n1	-4.4%	-7.1%	.	.	6.5%
17	CCCS(=O)(=O)NC(=O)C1(C)CCCN(C(=O)c2c(C)noc2C)C1 (stereo unspecified)	10.4%	-14.8%	0.0	i	-1.4%
18	COc1ccc(-n2c(SCC(=O)Nc3nccs3)nnc2-c2ccccc2)cc1	i	?	-14.9	i	14.2%
19	Cc1ccccc1C(=O)NC1(C(F)(F)F)N=C(c2ccccc2)N(C2CCCCC2)C1=O (stereo unspecified)	-25.3%	0.9%	.	.	6.2%
20	O=[N+]([O-])c1ccc(N2CCN(c3ccccc3)CC2)cc1	-4.5%	-28.9%	0.6	i	21.2%

cpd	Abeta yeast res	aSyn yeast inh	GLP-1R inv ag	GLP-1R agonist
11	5.3%	-2.1%	15.5%	6.5%
12	-20.8%	-6.8%	0.3%	7.1%
13	4.8%	-14.7%	17.8%	16.2%
14	-1.1%	3.2%	?	14.6%
15	?	0.9%	?	22.4%
16	-1.8%	.	-22.2%	-1.1%
17	-1.7%	0.6%	0.9%	-0.9%
18	13.6%	-2.7%	4.3%	2.7%
19	-0.9%	.	?	-3.1%
20	1.0%	-5.1%	2.0%	-5.2%

Individual results from above:
For GLP-1R agonist, Cc1ccccc1C(=O)NC1(C(F)(F)F)N=C(c2ccccc2)N(C2CCCCC2)C1=O (stereo unspecified) reads -3.1%
For GLP-1R inv ag, O=[N+]([O-])c1ccc(N2CCN(c3ccccc3)CC2)cc1 reads 2.0%

Remaining list, next part:
cpd	structure	PTHR1 ag	FUS suppressor	D3 antag	Akt phos inh	TDP-43 yeast inh
21	CCOC(=O)c1cccc(NC(=O)CNS(=O)(=O)c2cccs2)c1	i	39.0%	?	i	7.5%
22	Cc1cccc(NC(=O)CN(C)S(=O)(=O)c2cccc3cccnc23)c1C	i	-10.0%	-9.8	i	23.8%
23	COc1cc(C(=O)OC(C)C(=O)NC(=O)NC2CCCCC2)ccc1OC(F)F (stereo unspecified)	-5.8%	28.8%	5.2	i	19.3%
24	CCCCN1C2CCCC1CC(NC(=O)c1cccc(OC)c1)C2 (stereo unspecified)	-18.6%	2.7%	-16.6	i	5.6%
25	COc1ccc(-n2ncc3c(=O)n(CC(=O)OCc4ccccc4)cnc32)cc1	27.2%[57.5 µM]	20.2%	?	i	-29.3%
26	Cc1cccc(CNC(=O)CCn2ccc3cc(S(=O)(=O)N4CCCC4)ccc32)c1	-21.3%	?	-5.5	i	7.0%&0.0%
27	CCOC(=O)N1CCC(NC(=O)Cn2nc(Cc3ccncc3)c3ccccc3c2=O)CC1	-23.6%	-11.4%	-1.5	i	0.0%
28	Cc1cc(C)cc(OCCSc2nc3ccc(NC(=O)COc4ccccc4)cc3s2)c1	i	10.3%	.	.	17.5%
29	Cc1ccccc1Nc1nn2c(=O)c3ccc(C(=O)NCC(C)c4ccccc4)cc3nc2s1 (stereo unspecified)	-35.3%[inhibitor]	40.1%	.	.	0.4%
30	COc1cc(C(=O)OCC(=O)NCc2ccc(F)cc2)ccc1OCC(C)C	i	.	2.3	i	-6.0%

cpd	Abeta yeast res	aSyn yeast inh	GLP-1R inv ag	GLP-1R agonist
21	-1.2%	-2.6%	-4.1%	0.9%
22	-4.8%	-0.8%	15.0%	12.5%
23	9.0%	10.6%	?	?
24	3.4%	-0.6%	-12.3%	-14.2%
25	-8.4%	-0.1%	4.5%	-15.2%
26	-9.0%	2.6%	-27.1%&-25.7%	9.8%
27	-6.3%	-3.4%	0.6%	1.5%
28	3.0%	.	12.1%	.
29	-2.2%	6.1%	?	-7.8%
30	-1.0%	4.8%	-15.1%	-14.3%

cpd	structure	PTHR1 ag	FUS suppressor	D3 antag	Akt phos inh	TDP-43 yeast inh
31	CN(CCc1ccccc1)C1CCCN(S(=O)(=O)c2cccc(F)c2)C1 (stereo unspecified)	i	20.8%	-63.4*	i	-12.5%
32	CC(=O)NC(CC(C)C)C(=O)NC(Cc1ccccc1)C(N)=O (stereo unspecified)	-14.9%	11.0%	9.4	i	-10.0%
33	CC(C)N(C(=O)c1nn(C)c2c1CSc1ccccc1-2)C1CCCCC1	-8.0%	38.6%	7.5	i	13.9%
34	O=C(NC1CC(=O)N(c2ccccc2)C1)c1cccs1 (stereo unspecified)	-9.3%	8.3%	.	.	0.0%
35	Cc1ccc(C(=O)Nc2cccc([N+](=O)[O-])c2)cc1S(=O)(=O)Nc1ccc(C(=O)O)cc1	-3.4%	8.6%	-15.3	i	-19.6%
36	Oc1ccc(N2CCN(c3ncnc4sc5c(c34)CCC5)CC2)cc1	-30.2%[inhibitor][57.5 µM]	14.2%	7.4	i	18.7%
37	Cc1cc(N=Nc2ccc(Cl)cc2)cc(CN2CCCC2)c1O	i	-9.3%	-24.1	i	5.5%
38	CC(=O)N1CCN(S(=O)(=O)c2cccc(C(=O)NNC(=O)Cn3nc(C)cc3C)c2)CC1	i	-31.3%	-5.1	i	11.8%
39	COc1ccc(-c2sc(Nc3ccccc3)n[n+]2-c2ccccc2)cc1Br	6.5%	?	-1.4	i	8.2%
40	Cc1cccc(-n2c(-c3ccco3)nc3c(cnn3-c3ccc(F)cc3)c2=O)c1	-45.2%[inhibitor]	23.6%	.	.	1.0%

cpd	Abeta yeast res	aSyn yeast inh	GLP-1R inv ag	GLP-1R agonist
31	3.9%	-3.0%	?	1.4%
32	3.3%	-7.7%	39.3%[activator]	-9.6%
33	-11.4%	10.6%	10µM*	6.8%
34	-2.3%	.	4.9%	.
35	-8.1%	0.5%	13.1%	-1.3%
36	0.4%	13.4%	-13.4%	5.6%
37	-11.8%	-1.5%	?	6.5%
38	-21.6%	-0.2%	10.2%	-4.1%
39	-16.3%	8.1%	4.8%	3.4%
40	-26.8%	.	-0.7%	0.2%

Compounds from the list above with a COOH group:
cpd	structure	PTHR1 ag	FUS suppressor	D3 antag	Akt phos inh	TDP-43 yeast inh
5	Cc1ccc(S(=O)(=O)N[C@H](C(=O)N2CCC(C(=O)NCC(=O)O)CC2)C(C)C)cc1	i	9.7%	9.0	i	-7.4%
35	Cc1ccc(C(=O)Nc2cccc([N+](=O)[O-])c2)cc1S(=O)(=O)Nc1ccc(C(=O)O)cc1	-3.4%	8.6%	-15.3	i	-19.6%

cpd	Abeta yeast res	aSyn yeast inh	GLP-1R inv ag	GLP-1R agonist
5	0.9%	3.7%	1.8%	-7.4%
35	-8.1%	0.5%	13.1%	-1.3%

From PubChem

Only part of the results is shown (hit frequency here may not be typical).
